# Mcl1 Bid PPI: Mcl-1/Bid binding inhibitors, primary screen, biochemical, TR-FRET, 1536-well | Induced myeloid leukemia cell differentiation protein Mcl-1 (Homo sapiens), Q07820 | TR-FRET Mcl-1/Bid-Dy647 peptide binding | inhibition, % at 21.7 µM | 220,000 tested, 0.97% active;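 active = compounds that cut the binding signal by more than half at the single screening dose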;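 note: His-tagged Mcl-1 with europium anti-His antibody binding Bid BH3 peptide; 0% = Mcl-1 plus peptide wells and 100% = peptide-only wells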
# Target sequence (Q07820 whole entry, looked up): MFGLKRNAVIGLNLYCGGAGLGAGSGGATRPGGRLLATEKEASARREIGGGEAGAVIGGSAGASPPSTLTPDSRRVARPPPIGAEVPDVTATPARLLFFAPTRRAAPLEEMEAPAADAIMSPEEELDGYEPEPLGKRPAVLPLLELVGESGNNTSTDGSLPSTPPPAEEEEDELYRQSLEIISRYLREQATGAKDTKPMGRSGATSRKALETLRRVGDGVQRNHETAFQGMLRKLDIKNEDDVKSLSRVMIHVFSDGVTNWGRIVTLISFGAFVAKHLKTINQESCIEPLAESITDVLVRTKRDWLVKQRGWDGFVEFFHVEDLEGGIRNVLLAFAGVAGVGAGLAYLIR
# Cdc42 wt: modulators of GTP binding to wildtype Cdc42, primary screen, biochemical, multiplex bead flow cytometry, Bodipy-GTP; Cell division control protein 42 homolog (Homo sapiens), P60953; GST-Cdc42 beads; actives lie on both sides; percent activity (GTP binding), % at 10 µM; 190,000 tested, 0.2% active; AID 761, 2007;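 active = percent activity GTP binding at least 20 points away from the 100% baseline, either down as inhibitor or up as activator; inconclusive = compound flagged as likely green fluorescent from well-wide comparison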;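 note: median bead fluorescence of bound Bodipy-FL-GTP at 100 nM; 0% = excess unlabeled GTP control and 100% = no compound control; below 100% means less GTP binding so inhibitor and above means activator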
# Target sequence (P60953 whole entry, looked up): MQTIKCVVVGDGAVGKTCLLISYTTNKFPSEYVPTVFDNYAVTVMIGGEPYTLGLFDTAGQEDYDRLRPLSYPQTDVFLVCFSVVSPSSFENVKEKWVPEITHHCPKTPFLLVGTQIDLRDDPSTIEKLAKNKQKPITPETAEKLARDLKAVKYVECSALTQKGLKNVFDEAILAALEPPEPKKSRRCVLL
# HRas wt GTP bind: modulators of GTP binding to HRas wildtype, primary screen, biochemical, bead-based flow cytometry, multiplex | GST-Ras wt beads, Bodipy-FL-GTP binding; actives lie on both sides | GTP binding activity, % at 10 µM | 190,000 tested, 0.14% active | AID 759, 2007;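 active = GTP binding activity at least 20% away from the 100% baseline, either lowered as inhibitor or raised as activator; inconclusive = flagged as likely green fluorescent, judged across all proteins in the well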;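 note: 0% = unlabeled GTP competition control and 100% = no-compound control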
# Target sequence (P01112 whole entry, looked up): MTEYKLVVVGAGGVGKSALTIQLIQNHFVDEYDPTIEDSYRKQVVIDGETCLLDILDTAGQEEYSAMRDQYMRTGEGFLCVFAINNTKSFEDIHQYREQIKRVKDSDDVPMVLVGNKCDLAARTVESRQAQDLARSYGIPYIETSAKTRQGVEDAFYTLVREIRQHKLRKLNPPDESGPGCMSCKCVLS
# Rab7 wt modul: modulators of GTP binding to Rab7, primary screen, biochemical, wildtype, multiplex bead flow cytometry | Rab7 GTPase wild type (dog), Bodipy-FL-GTP binding | GTP binding activity (percent of control), % at 10 µM | 190,000 tested, 0.055% active | GST-Rab7 beads, fluorescent GTP binding; actives lie on both sides; untreated = 100%, excess cold GTP = 0%;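 active = fluorescent GTP binding to Rab7 beads changed by at least 20 points from the 100% baseline, either direction, mostly lower; inconclusive = compound itself probably fluorescent, or too few beads counted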;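 note: median green fluorescence of bound Bodipy-FL-GTP per Rab7 bead population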
# Pf gamet viab: late stage P. falciparum gametocyte viability inhibitors, primary screen, ATP luminescence, HTS. P. falciparum stage V gametocytes, 24 h. inhibition, % at 10.9 µM. 150,000 tested, 0.065% active. AID 743093, 2013;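 active = inhibition above the mean plus 3 SD of compounds within the control limits, set per campaign, cut at about 38% in these data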;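 note: 0% = DMSO wells and 100% = medium only without gametocytes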
# Rac1 act GTP bind: GTP binding modulators of activated mutant Rac1, primary screen, biochemical, bead-based flow cytometry, multiplex, fluorescent GTP; GST-Rac1 activated beads; actives lie on both sides; 100% means binding = to untreated wells; 190,000 tested, 0.11% active; percent activity (GTP binding), % at 10 µM; Ras-related C3 botulinum toxin substrate 1 (Homo sapiens), P63000;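 active = GTP binding at least 20 percentage points away from the 100% baseline, in either direction, so actives lie on both sides; inconclusive = Compound likely fluorescent itself, or too few beads counted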
# Rac1 wt GTP bind: wildtype Rac1 GTP binding modulators, primary screen, biochemical, GST-Rac1 beads, flow cytometry, multiplex | 190,000 tested, 0.27% active | GTP binding activity (% of control), % at 10 µM | AID 757, 2007 | fluorescent GTP binding; actives lie on both sides; 0 = cold GTP competed, 100 = untreated;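 active = GTP binding activity at least 20 points away from the 100% control level, either lower or higher; inconclusive = compound flagged as likely green fluorescent, judged across all proteins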
# Rab2A wt mod: modulators of GTP binding to Rab2A wildtype, primary screen, biochemical, dog, bead-based flow cytometry, multiplex. Ras-related protein Rab-2A (Canis lupus familiaris), P61105. GST-Rab2 wt beads, Bodipy-GTP binding. GTP binding activity, % at 10 µM. 190,000 tested, 0.19% active;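 active = GTP binding activity at least 20 points away from 100%, either lowered or raised; inconclusive = signal likely due to the compound's own green fluorescence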;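 note: 0% = beads with excess unlabeled GTP and 100% = no-compound control corrected for plate trend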
# Avidin bead fluor: green autofluorescence of compounds with avidin beads – biophysical, 488/530 nm, flow cytometry, artefact control, profiling panel | fluorescence (KMESF) at 10 µM | compound fluorescence 488/530 nm; stronger effect = higher value | 220,000 tested, 0.38% active; in the data active = fluorescence above about 47; note: inactives centre near 10
# GSH bead fluor: compound fluorescence on glutathione beads, profiling panel, artefact control, biophysical, 488/530 nm, flow cytometry; GSH beads flow cytometry, compound fluorescence 488/530 nm; stronger effect = higher value; fluorescence (KMESF) at 10 µM; 190,000 tested, 0.25% active; AID 1776, 2009; in the data active = fluorescence above about 89;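 note: glutathione beads carrying GST-tagged Bcl family fusion proteins plus one bare bead set; values are compound well signal with DMSO vehicle wells as background; inactives centre near 16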
# Mcl1 Noxa PPI: Mcl-1/Noxa binding inhibitors, primary screen, biochemical, TR-FRET, 1536-well; 220,000 tested, 1.5% active; inhibition, % at 21.7 µM; Induced myeloid leukemia cell differentiation protein Mcl-1 (Homo sapiens), Q07820; TR-FRET Mcl-1/Noxa peptide binding, 2 h;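 active = compounds that cut the protein-peptide binding signal by more than 50% relative to plate controls in a single-dose test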;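 note: His-tagged Mcl-1 with rhodamine Noxa BH3 peptide and terbium anti-His antibody; 0% = Mcl-1 plus Noxa peptide wells and 100% = peptide-only wells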
# An asterisk follows results filed as active; ? = inconclusive; . = not tested or not shown.
# The first 9 compounds (preview)
SMILES,Mcl1 Bid PPI,Cdc42 wt,HRas wt GTP bind,Rab7 wt modul,Pf gamet viab,Rac1 act GTP bind,Rac1 wt GTP bind,Rab2A wt mod,Avidin bead fluor,GSH bead fluor,Mcl1 Noxa PPI
CCOC(=O)N1CCN(C(=O)c2ccc(CS(=O)(=O)c3ccccc3OC)o2)CC1,-44,?,?,?,-29,?,?,?,9,45,59*
C=CCn1c(SCCC(=O)O)nnc1-c1cccs1,2,104,102,101,-17,103,109,102,28,22,19
CCN(c1ccc(OCC(=O)OCC(=O)c2c(N)n(C)c(=O)n(C)c2=O)cc1)S(=O)(=O)c1ccccc1,-22,92,91,95,-2,93,94,92,32,12,18
CCCc1cc(-c2n[nH]c(C(=O)OCC)c2-c2cscn2)c(O)cc1O,-38,100,103,97,.,99,101,101,16,20,14
COc1ccc(-c2coc3cc(OC)cc(OC)c3c2=O)cc1,3,91,90,93,.,93,87,90,7,20,-8
COCCNC(=O)c1ccc(Cl)c(Cl)c1,-10,101,100,102,.,98,103,100,47,20,4
CN(C)S(=O)(=O)c1ccc(Cl)c(NC(=O)c2ccncc2)c1,-39,100,101,99,2,101,104,101,4,8,-4
O=C(Cc1ccc(Cl)cc1)NCC(=O)N1CCCCC1,-9,100,98,106,3,97,100,100,10,16,17
O=[N+]([O-])c1cccc(-c2ccc(/C=N/Nc3nc(N4CCCCC4)nc(N4CCCCC4)n3)o2)c1,-3,87,96,105,.,94,95,99,6,12,-5

# The listing, previewed entries included:
SMILES,Mcl1 Bid PPI,Cdc42 wt,HRas wt GTP bind,Rab7 wt modul,Pf gamet viab,Rac1 act GTP bind,Rac1 wt GTP bind,Rab2A wt mod,Avidin bead fluor,GSH bead fluor,Mcl1 Noxa PPI
CCOC(=O)N1CCN(C(=O)c2ccc(CS(=O)(=O)c3ccccc3OC)o2)CC1,-44,?,?,?,-29,?,?,?,9,45,59*
C=CCn1c(SCCC(=O)O)nnc1-c1cccs1,2,104,102,101,-17,103,109,102,28,22,19
CCN(c1ccc(OCC(=O)OCC(=O)c2c(N)n(C)c(=O)n(C)c2=O)cc1)S(=O)(=O)c1ccccc1,-22,92,91,95,-2,93,94,92,32,12,18
CCCc1cc(-c2n[nH]c(C(=O)OCC)c2-c2cscn2)c(O)cc1O,-38,100,103,97,.,99,101,101,16,20,14
COc1ccc(-c2coc3cc(OC)cc(OC)c3c2=O)cc1,3,91,90,93,.,93,87,90,7,20,-8
COCCNC(=O)c1ccc(Cl)c(Cl)c1,-10,101,100,102,.,98,103,100,47,20,4
CN(C)S(=O)(=O)c1ccc(Cl)c(NC(=O)c2ccncc2)c1,-39,100,101,99,2,101,104,101,4,8,-4
O=C(Cc1ccc(Cl)cc1)NCC(=O)N1CCCCC1,-9,100,98,106,3,97,100,100,10,16,17
O=[N+]([O-])c1cccc(-c2ccc(/C=N/Nc3nc(N4CCCCC4)nc(N4CCCCC4)n3)o2)c1,-3,87,96,105,.,94,95,99,6,12,-5
CC(C)Oc1ccc(C(=O)N(Cc2ccco2)C2CCS(=O)(=O)C2)cc1 (stereo not given),-14,104,104,104,12,99,103,104,13,10,6
CC(C)C(CO)NC(=O)CC(=O)NC(CO)C(C)C (stereo not given),-10,103,102,98,-16,99,100,101,9,15,4
Cc1cc(C)c(NS(=O)(=O)c2ccc(NC(=O)CCC(=O)O)cc2)c(C)c1,-11,92,94,96,-21,92,93,91,6,22,-4
CCOC(=O)C(C)Sc1ccc2nnc(CCNS(=O)(=O)c3ccccc3)n2n1 (stereo not given),-5,94,96,100,.,96,96,95,5,15,9
Cc1cccc(S(=O)(=O)NNC(=O)c2sc(C)nc2C)c1,-9,97,97,99,-5,97,99,93,4,5,-5
Cc1ccc(/C=N/N2CCN(C3c4ccccc4-c4ccccc43)CC2)s1,-55,101,98,94,-8,98,101,98,4,16,8
COc1cccc(N2CCN(Cc3cccnc3)CC2)c1,31,102,100,99,.,98,102,98,24,14,2
CCSc1ccccc1C(=O)NCc1cccnc1,-37,99,95,95,-26,97,99,96,22,25,17
CNCCC=C1c2ccccc2CCc2ccccc21,5,100,99,98,.,101,100,101,8,21,16
CCOc1ccc(C/C(N)=N/n2cnnc2)cc1,11,104,102,99,-34,100,105,100,34,72,13
Cc1nc2c(n1C1CCCCC1)C(=O)c1ccccc1C2=O,-1,99,98,96,-11,96,97,97,12,25,-9
O=C(CN(CCO)c1ccccc1)NC12CC3CC(CC(C3)C1)C2,-84,94,99,99,27,91,94,101,10,8,18
CC(=O)c1c(C)[nH]c(C(=O)OC(C)C(=O)Nc2cc(S(=O)(=O)N3CCCCC3)ccc2Cl)c1C (stereo not given),21,96,97,100,.,97,99,96,9,6,-81
CN1CCCC1CCNS(=O)(=O)c1ccc(Br)cc1 (stereo not given),-1,101,102,100,-3,100,103,101,18,19,-3
CC(C)CCN=CC1=C(O)CC(c2ccccc2)CC1=O (stereo not given),-22,97,100,106,20,96,100,98,5,12,-5
C=CCNc1nc(-c2cccc(OC)c2O)nc2ccccc12,-53,96,97,93,.,99,98,97,15,11,34
CN(C)CCNC(=O)C(=O)C1C(=O)Nc2ccccc21 (stereo not given),-51,96,95,96,20,96,98,96,8,10,9
CCOC(=O)c1c(-c2ccc(-c3ccccc3)cc2)csc1NC(=O)CCN1CCOCC1,0,98,97,101,10,97,101,98,10,11,-10
COc1ccc(N2CCN(C(CNS(=O)(=O)c3cccs3)c3cccnc3)CC2)cc1 (stereo not given),-13,105,101,97,.,101,108,98,7,41,5
CC1=CC(C)(C)N(C(=O)CN2C(=O)CCC2=O)c2ccccc21,-30,97,97,96,-19,97,97,100,13,24,0
CC(/C=C/c1ccccc1)=N/NC(=O)CNC(=O)c1ccc2c(c1)OCO2,-5,105,106,104,.,98,113,95,25,11,13
CCOC(=O)c1[nH]c(C)c(CN(Cc2ccco2)C(=O)C(F)(F)F)c1C,0,98,99,99,.,99,104,99,32,23,9
O=C(CCc1nc2ccccc2c(=O)[nH]1)OCC(=O)N1CCc2ccccc21,-27,97,98,106,-7,95,101,98,10,15,23
COc1ccc(C(=O)n2c(SC)nc3cc4c(cc32)OCCO4)cc1,-6,100,98,98,.,97,101,98,37,25,7
O=C(NNC(=S)Nc1ccccc1)NNC(=S)Nc1ccccc1,-27,100,101,98,11,100,101,100,10,15,13
O=C1CC(N2CCN(c3ccccc3O)CC2)C(=O)N1Cc1ccccc1 (stereo not given),-13,95,93,93,6,96,97,97,22,9,1
CCC(C)(CC(=O)N(C)CCC#N)c1ccccc1 (stereo not given),-5,94,95,97,.,93,91,94,9,53,3
Cc1ccc2nc(SCC(=O)Nc3ccc(F)cc3F)[nH]c2c1,-11,96,97,97,0,96,100,94,2,10,16
N#CC1=C(SCc2ccccc2)NC2=C(C(=O)CCC2)C1c1ccc2c(c1)OCO2 (stereo not given),-28,106,107,103,.,101,106,107,12,24,-11
CC1Cc2ccccc2N1C(=O)Cn1cnc2ccccc21 (stereo not given),3,97,94,94,-9,90,95,95,11,10,5
Cc1ccc(-n2c(COc3ccccc3)n[nH]c2=S)cc1,-46,95,95,105,3,95,97,96,11,14,16
CC(C)(C)c1nnc(SCC(=O)c2ccccc2)n(N)c1=O,1,102,101,100,-2,101,101,101,5,10,8
O=[N+]([O-])c1ccccc1S(=O)(=O)n1cnc2ccccc21,-41,94,95,99,-12,92,90,94,5,9,-7
Cc1ccc(-c2nnc(SCC#CCOC(=O)c3ccco3)o2)cc1,11,100,99,99,9,98,100,97,7,5,5
CC(=O)N(c1ccc(N(C(C)=O)S(=O)(=O)c2cccs2)cc1)S(=O)(=O)c1cccs1,-16,102,101,105,.,97,102,101,5,30,12
COc1ccc(Cl)cc1S(=O)(=O)Nc1cccc(C(=O)O)c1,-10,97,99,103,.,96,100,101,11,6,-3
CC(C)(C)n1nnnc1C(c1cccs1)N(Cc1ccc(Cl)cc1)CC1CCCO1 (stereo not given),-7,100,101,101,-19,98,101,100,9,12,-1
CCCCC1=NN2CCS(=O)(=O)N=C2S1,-11,98,98,110,9,96,99,103,13,15,0
O=C1NC(=O)/C(=C\c2ccc(OCc3cccc([N+](=O)[O-])c3)cc2)N1,37,96,101,108,-31,101,101,103,9,13,45
COc1ccc(NC(=O)Nc2cccc(C(F)(F)F)c2)cn1,-37,97,95,96,-48,94,98,95,9,15,0
CCN(CC)c1ccc2c(Cl)cc(=O)oc2c1,17,98,101,101,.,98,103,98,12,36,12
Oc1c(C2=NCCNC(C(F)(F)F)=C2)ccc2ccccc12,-36,95,95,100,.,97,97,96,5,19,11
CCOc1cc(/C=N/NC(=O)c2cccnc2)ccc1OCC(N)=O,-25,101,102,102,24,99,100,99,11,13,-14
Nc1ccc(-c2cn3cccnc3n2)cc1,-19,79*,78*,90,11,86,72*,78*,10,8,19
Cc1cc(C)c2[nH]c(=O)c(C(c3nnnn3CC3CCCO3)N3CCCC(C)C3)cc2c1 (stereo not given),10,100,99,95,.,99,100,99,10,19,35

# Screens: PubChem BioAssay, several laboratories

# The order is random; any-hit rate near 3%.
